CaV13 FRET inh = Disruptors of the CACNA1D IQ motif to Ca2+-dependent inactivation inhibitor domain association, primary screening, Förster resonance energy transfer in intact living …; HEK cells, CFP/YFP FRET ICDI-IQ, plate reader, 10 min; percent FRET-ratio fall versus neutral wells; inhibition, % at 12.3 µM; actives 0.098% (n = 340,000);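 active means mean replicate inhibition of at least 30% and at least 1% of replicates passing that level; inconclusive means only one of the two criteria is met; inactive means neither criterion is met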;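 further: 0% = median of the neutral control wells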
H9c2 protect = protects H9c2 cardiomyocytes from peroxide injury; H2O2 injury protection, ATPLite, 2 h; actives 0.63% (n = 360,000); protection from H2O2 cell death, % at 20 µM; AID 588492;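 active means compounds giving at least 50% protection of heart cells from peroxide-induced death in the single-dose screen, raw or plate-pattern-corrected value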;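 further: 0% = DMSO wells with peroxide and 100% = DMSO wells without peroxide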
Vif imaging = blocks HIV Vif function | actives 0.35% (n = 340,000) | HEK293T cells, Vif self-association by quenched fluorescence, imaging, 24 h | inhibition, % at 7.49 µM; in the data active means inhibition above about 50%, passing the limit was not always enough; inconclusive means no clear call, values can overlap the other calls; inactive means below about 31%; further: some results filed as inactive read as strong as hits
PDI inh = PDI (human) enzyme inhibition. P07237. PDI insulin aggregation turbidity, A650, 90 min. inhibition, % at 10 µM. actives 0.052% (n = 350,000);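 active means mean inhibition across replicates of 30% or more, whatever share of single replicates reach that level; inconclusive means mean inhibition below 30% while every single replicate reaches 30%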;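 further: absorbance from insulin aggregation driven by PDI reduction with DTT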
m5-HT2A agonist = activates the mouse 5-HT2A serotonin receptor; P35363; CHO-K1 mHTR2A beta-arrestin complementation, luminescence; percent of 30 µM serotonin response; activation, % at 7.6 µM; actives 0.66% (n = 360,000); AID 624169;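 active means activation above a run cutoff, the mean activation of all tested compounds plus 3 SD, cut at about 14% in these data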;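 further: 0% = plate median of compound wells and 100% = 30 µM serotonin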
Target sequence (P35363 whole entry, looked up): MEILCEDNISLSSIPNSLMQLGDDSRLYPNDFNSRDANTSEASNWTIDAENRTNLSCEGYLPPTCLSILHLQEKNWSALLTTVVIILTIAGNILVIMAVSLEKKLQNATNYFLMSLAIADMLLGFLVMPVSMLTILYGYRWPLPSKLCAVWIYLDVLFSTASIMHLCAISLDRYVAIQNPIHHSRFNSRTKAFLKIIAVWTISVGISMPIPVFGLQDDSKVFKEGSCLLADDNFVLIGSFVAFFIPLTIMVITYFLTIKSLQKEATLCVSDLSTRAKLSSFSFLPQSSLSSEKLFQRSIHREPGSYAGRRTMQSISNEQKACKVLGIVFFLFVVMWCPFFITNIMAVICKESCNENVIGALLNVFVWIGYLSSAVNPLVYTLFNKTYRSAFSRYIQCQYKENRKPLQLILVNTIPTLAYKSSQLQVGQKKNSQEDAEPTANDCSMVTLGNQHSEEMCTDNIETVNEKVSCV
aDG glyco act = alpha-DG glycosylation activation. Pro5-aDG cells, alpha-DG glycosylation AlphaScreen (IIH6); 0% Pro5, 100% B10-LARGE cell signal. activation, % at 10 µM. actives 0.22% (n = 360,000);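 active means activation of at least 8% versus controls, or a plate z-score of at least 8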;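 further: Pro5 are CHO cells carrying HIG-tagged alpha-DG that lacks glycosylation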
N-glyco inh = blocks N-linked glycosylation in D54 reporter cells | D54 ERlucT glycosylation luciferase reporter, 24 h; percent of 100 nM tunicamycin response | actives 0.23% (n = 360,000) | reporter increase, % at 12.5 µM;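 active means mean luciferase reporter signal, scaled so untreated is 0 and the glycosylation-blocking control 100, at or above a set limit in every replicate; inconclusive means mean reaches the limit but not every replicate does; inactive means mean below the limit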;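 further: luciferase carries N-glycosylation sites so blocking glycosylation raises the light; 0% = median of neutral control wells and 100% = median of 100 nM tunicamycin wells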
MC4R antag cAMP = human MC4R antagonism in cAMP assay; P32245; MC4R-expressing cells, MTII-stimulated cAMP, LANCE TR-FRET; inhibition, % at 6.5 µM; actives 0.48% (n = 360,000);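 active means inhibition above its plate's cutoff, the mean of tested wells on that plate plus 3 SD, cut at about 29% in these data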;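 further: 0% = Melanotan II alone and 100% = Melanotan II plus saturating MCL0020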
Target sequence (P32245 whole entry, looked up): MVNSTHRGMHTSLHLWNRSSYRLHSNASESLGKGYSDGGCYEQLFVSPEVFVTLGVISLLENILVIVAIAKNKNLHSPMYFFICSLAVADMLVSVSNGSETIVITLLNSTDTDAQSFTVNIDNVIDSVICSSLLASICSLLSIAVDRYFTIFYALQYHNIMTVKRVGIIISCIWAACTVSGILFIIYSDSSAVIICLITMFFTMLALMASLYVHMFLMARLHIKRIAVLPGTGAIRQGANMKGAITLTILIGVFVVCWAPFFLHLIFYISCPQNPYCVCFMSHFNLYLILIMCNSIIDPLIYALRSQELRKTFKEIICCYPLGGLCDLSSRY
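Material: U2OS-MC4R stable cell line | Reagent: Melanotan II challenge after compound preincubation | Doses: One concentration, 6.5 µM nominal | Incubation: 30-min compound preincubation, 1-h Melanotan II challenge, 1-h detection, room temperature | Signal: TR-FRET cAMP assay | Replicates: One well per compound, no replicates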
MC4R barr agon = activates human MC4R beta-arrestin recruitment; P32245; U2OS MC4R beta-arrestin complementation, luminescence; percent of melanotan II response, DMSO zero; activation, % at 8.9 µM; actives 0.98% (n = 360,000);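 active means activation above a per-plate cutoff, the mean activation of sample wells on that plate plus 3 SD, cut at about 8% in these data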
ABCB6 inh 2 = blocks the human ABCB6 transporter; Q9NP58; K562-ABCB6 porphyrin accumulation, flow cytometry, 1 h; active compounds read low; fluorescence ratio to DMSO, % at 10 µM; actives 0.19% (n = 360,000); AID 602162;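 active means fluorescence ratio to DMSO below 75%, the collection mean minus 3 SD; inconclusive means too few cells collected in the well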;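 further: signal is porphyrin accumulated inside mitochondria; 100% equals median channel fluorescence of DMSO control wells; lower ratio means ABCB6 inhibition with less porphyrin fluorescence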
* hit, by the source's call; & = joins results of further samples.

For CCCCN1C(=O)C(CC(=O)NCC2CCCCC2)CC(C(=O)N(CC)CC)=C1C (centres undefined) the results were CaV13 FRET inh -6, H9c2 protect -5, Vif imaging -3, PDI inh 1, m5-HT2A agonist 1, aDG glyco act 0.2, N-glyco inh 2, MC4R antag cAMP 10, MC4R barr agon 0.3 and ABCB6 inh 2 97.
For CC1(C)CC(c2nc(-c3ccccc3)cs2)CCS1 (centres undefined) the results were CaV13 FRET inh -6, H9c2 protect -6, Vif imaging 0, PDI inh -4, m5-HT2A agonist -4, aDG glyco act -0.4, N-glyco inh -4, MC4R antag cAMP -4, MC4R barr agon 0.0 and ABCB6 inh 2 86.
Cc1ccc(C(=O)NC(C(=O)OCc2cn3cc(Cl)ccc3n2)C(C)C)cc1 (centres undefined) was read as CaV13 FRET inh -2, H9c2 protect -9, Vif imaging -10, PDI inh 2, m5-HT2A agonist -8, aDG glyco act 1.3, N-glyco inh 1, MC4R antag cAMP 3, MC4R barr agon -1.8 and ABCB6 inh 2 100.
`O=C(COC(=O)CNC(=O)c1ccccc1)Nc1ccc(Cl)cn1` gave CaV13 FRET inh -10, H9c2 protect 2, Vif imaging -2, PDI inh -2, m5-HT2A agonist 5, aDG glyco act -0.2, N-glyco inh 2, MC4R antag cAMP 20, MC4R barr agon -0.4 and ABCB6 inh 2 98.
For COc1ccc(C(=O)N2CCc3ccccc32)cc1 the results were CaV13 FRET inh -5, H9c2 protect -2, Vif imaging -1, PDI inh -4, m5-HT2A agonist 0, aDG glyco act -0.1, N-glyco inh 2, MC4R antag cAMP 6, MC4R barr agon -1.9 and ABCB6 inh 2 99.
`CCCCNS(=O)(=O)c1ccc2nc(-c3cccnc3)cc(C(=O)NC3CC3)c2c1` gave CaV13 FRET inh -6, H9c2 protect 0, Vif imaging 14, PDI inh -9, m5-HT2A agonist -6, aDG glyco act -0.1, N-glyco inh 7, MC4R antag cAMP 8, MC4R barr agon -1.9 and ABCB6 inh 2 97.
For O=S(=O)(NCCc1ccccc1)c1ccccc1 the results were CaV13 FRET inh -3, H9c2 protect -3, Vif imaging 0, PDI inh 9, m5-HT2A agonist 0, aDG glyco act 0.0, N-glyco inh -1, MC4R antag cAMP 0, MC4R barr agon -0.2 and ABCB6 inh 2 92.
COCCCNC(=O)c1ccc2c(=O)n(CC3CCCO3)c(=S)[nH]c2c1 (centres undefined) was read as CaV13 FRET inh -9, H9c2 protect 1, Vif imaging 1, PDI inh -7, m5-HT2A agonist 7, aDG glyco act -0.1, N-glyco inh 3, MC4R antag cAMP -1, MC4R barr agon 0.3 and ABCB6 inh 2 95.
CCN(CC)CCNC(=O)c1ccc(Cl)c(S(=O)(=O)Nc2ccc(Cl)cc2)c1 was read as CaV13 FRET inh -7, H9c2 protect 2&4, Vif imaging 2&32, PDI inh -8&1, m5-HT2A agonist -8&-2, aDG glyco act -0.2&0.0, N-glyco inh 2&0, MC4R antag cAMP 8&0, MC4R barr agon -2.5&-1.6 and ABCB6 inh 2 90&92.
`COC(=O)c1ccc(NC(=S)NCCc2ccc(OC)cc2)cc1` gave CaV13 FRET inh -9, H9c2 protect -13, Vif imaging -3, PDI inh -4, m5-HT2A agonist 4, aDG glyco act 0.5, N-glyco inh -3, MC4R antag cAMP 0, MC4R barr agon 2.3 and ABCB6 inh 2 98.

Arranged by molecular weight (lowest first): three of the compounds above
For COc1ccc(C(=O)N2CCc3ccccc32)cc1 the results were CaV13 FRET inh -5, H9c2 protect -2, Vif imaging -1, PDI inh -4, m5-HT2A agonist 0, aDG glyco act -0.1, N-glyco inh 2, MC4R antag cAMP 6, MC4R barr agon -1.9 and ABCB6 inh 2 99.
`COC(=O)c1ccc(NC(=S)NCCc2ccc(OC)cc2)cc1` gave CaV13 FRET inh -9, H9c2 protect -13, Vif imaging -3, PDI inh -4, m5-HT2A agonist 4, aDG glyco act 0.5, N-glyco inh -3, MC4R antag cAMP 0, MC4R barr agon 2.3 and ABCB6 inh 2 98.
Cc1ccc(C(=O)NC(C(=O)OCc2cn3cc(Cl)ccc3n2)C(C)C)cc1 (centres undefined) was read as CaV13 FRET inh -2, H9c2 protect -9, Vif imaging -10, PDI inh 2, m5-HT2A agonist -8, aDG glyco act 1.3, N-glyco inh 1, MC4R antag cAMP 3, MC4R barr agon -1.8 and ABCB6 inh 2 100.

(listing goes on)
`O=C(NCCNC(=O)c1ccc(-c2cccc(Cl)c2)o1)c1cnccn1` gave CaV13 FRET inh -8, H9c2 protect 5, Vif imaging 7, PDI inh 0, m5-HT2A agonist -1, aDG glyco act 0.0, N-glyco inh 3, MC4R antag cAMP -6, MC4R barr agon -0.3 and ABCB6 inh 2 91.
For O=C(COc1ccc(Cl)cc1)Nc1ccc(Cc2ccncc2)cc1 the results were CaV13 FRET inh -6, H9c2 protect -9, Vif imaging -6, PDI inh -6, m5-HT2A agonist -8, aDG glyco act 0.1, N-glyco inh -6, MC4R antag cAMP 8, MC4R barr agon -1.6 and ABCB6 inh 2 97.
Cc1nn(Cc2noc(C(=O)NCc3ccc(F)cc3)n2)c(C)c1Br was read as CaV13 FRET inh -2, H9c2 protect -7, Vif imaging -2, PDI inh -1, m5-HT2A agonist -1, aDG glyco act 0.1, N-glyco inh 0, MC4R antag cAMP -2, MC4R barr agon -0.2 and ABCB6 inh 2 100.
O=C(O)CCN1C(=O)CC(N2C(=O)/C(=C/c3ccc(Cl)cc3)SC2=S)C1=O (centres undefined) was read as CaV13 FRET inh -5, H9c2 protect 6, Vif imaging 1, PDI inh 3, m5-HT2A agonist 1, aDG glyco act -0.3, N-glyco inh -2, MC4R antag cAMP 6, MC4R barr agon -1.2 and ABCB6 inh 2 100.
Oc1c(Br)cc(C2N=C(c3ccccc3Cl)NO2)cc1Br (centres undefined) was read as CaV13 FRET inh -3, H9c2 protect -6, Vif imaging inconclusive, PDI inh -11, m5-HT2A agonist 8, aDG glyco act 0.0, N-glyco inh 1, MC4R antag cAMP 3, MC4R barr agon -2.1 and ABCB6 inh 2 83.
`Cc1nn(CC(=O)Nc2ccccn2)c(C)c1[N+](=O)[O-]` gave H9c2 protect 1, Vif imaging -1, PDI inh 8, m5-HT2A agonist -2, aDG glyco act -0.1, N-glyco inh 1, MC4R antag cAMP 5, MC4R barr agon -0.5 and ABCB6 inh 2 90.
C/C(N)=C(/C#N)C(=O)COC(=O)c1cccc(C)c1O was read as CaV13 FRET inh -17, H9c2 protect 11, Vif imaging 1, PDI inh 7, m5-HT2A agonist 1, aDG glyco act -0.2, N-glyco inh 0, MC4R antag cAMP 12, MC4R barr agon -1.9 and ABCB6 inh 2 98.
Screening COc1cc(N2C(=O)c3ccccc3C2=O)c(Cl)cc1C(=O)OCC(=O)N(C)C returned CaV13 FRET inh -10, H9c2 protect 2, Vif imaging -5, PDI inh 2, m5-HT2A agonist 5, aDG glyco act 0.6, N-glyco inh 0, MC4R antag cAMP -1, MC4R barr agon 0.0 and ABCB6 inh 2 99.
For CCCN(C(=O)c1cc(S(=O)(=O)N2CCN(CC)CC2)ccc1Cl)C1CCS(=O)(=O)C1 (centres undefined) the results were CaV13 FRET inh -6, H9c2 protect 2, Vif imaging -2, PDI inh 2, m5-HT2A agonist 9, aDG glyco act 0.6, N-glyco inh 2, MC4R antag cAMP 9, MC4R barr agon 3.2 and ABCB6 inh 2 107.
Screening COc1ccc(C)cc1NC(=O)COCC(=O)O returned CaV13 FRET inh -4, H9c2 protect -1, Vif imaging 4, PDI inh 13, m5-HT2A agonist -6, aDG glyco act -0.3, N-glyco inh 1, MC4R antag cAMP -3, MC4R barr agon -0.9 and ABCB6 inh 2 69*.
Screening COc1cc(NC(=S)NC(=O)CCc2ccccc2)cc(OC)c1 returned H9c2 protect -11, Vif imaging -16, PDI inh 17, m5-HT2A agonist -3, aDG glyco act 0.1, N-glyco inh -1, MC4R antag cAMP -5, MC4R barr agon -2.6 and ABCB6 inh 2 94.
`CC(CC(=O)Nc1ccc(S(=O)(=O)N2CCOCC2)cc1)c1ccccc1` (centres undefined) gave CaV13 FRET inh -15, H9c2 protect -5, Vif imaging 8, PDI inh -8, m5-HT2A agonist -5, aDG glyco act 0.0, N-glyco inh -3, MC4R antag cAMP 2, MC4R barr agon -0.8 and ABCB6 inh 2 96.
Screening CCCCn1c(CNC(=O)C(C)(C)C)nc2ccccc21 returned CaV13 FRET inh -6, H9c2 protect 10, m5-HT2A agonist 5, aDG glyco act 0.3, N-glyco inh 2, MC4R antag cAMP 4, MC4R barr agon 0.1 and ABCB6 inh 2 102.
Screening Cc1ccc(S(=O)(=O)NC(CC(C)C)C(=O)NCc2ccco2)cc1 (centres undefined) returned CaV13 FRET inh -6, H9c2 protect 6, Vif imaging -15, PDI inh -2, m5-HT2A agonist 0, aDG glyco act -0.2, N-glyco inh 2, MC4R antag cAMP 8, MC4R barr agon -2.1 and ABCB6 inh 2 98.
For COc1ccc(CCNS(=O)(=O)c2ccccc2)cc1OC the results were H9c2 protect 4, PDI inh 2, m5-HT2A agonist -1, aDG glyco act -0.1, N-glyco inh 3, MC4R antag cAMP 1, MC4R barr agon 2.3 and ABCB6 inh 2 106.
COC(=O)c1ccc2c(c1)C(C)(C)C(/C=C/c1ccc(O)cc1)=[N+]2C was read as CaV13 FRET inh -10, H9c2 protect -17, Vif imaging 26, PDI inh 13, m5-HT2A agonist -5, aDG glyco act -0.4, N-glyco inh -16, MC4R antag cAMP -3, MC4R barr agon -5.9 and ABCB6 inh 2 906.
CC1Sc2ccc(S(=O)(=O)NCc3ccccc3)cc2NC1=O (centres undefined) was read as CaV13 FRET inh -13, H9c2 protect -6, Vif imaging -6, PDI inh -3, m5-HT2A agonist 2, aDG glyco act 0.1, N-glyco inh 1, MC4R antag cAMP -1, MC4R barr agon -2.1 and ABCB6 inh 2 95.
For Cc1cccc(C)c1NC(=O)CNC(=O)C(NC(=O)c1ccc(C(C)(C)C)cc1)C(C)C (centres undefined) the results were CaV13 FRET inh -3, H9c2 protect -4, Vif imaging -1, PDI inh -11, m5-HT2A agonist -2, aDG glyco act -0.2, N-glyco inh -2, MC4R antag cAMP -1, MC4R barr agon -1.8 and ABCB6 inh 2 96.
Screening COc1ccc(C2=CC(c3cccc(OC)c3)n3nnnc3N2)cc1 (centres undefined) returned CaV13 FRET inh -143, H9c2 protect 2, Vif imaging 0, PDI inh -4, m5-HT2A agonist -4, aDG glyco act 0.1, N-glyco inh 1, MC4R antag cAMP 6, MC4R barr agon 0.8 and ABCB6 inh 2 101.
COc1cccc(C(C(=O)NC2CCCCC2)N(CC2CCCO2)C(=O)CNC(=O)c2ccco2)c1 (centres undefined) was read as CaV13 FRET inh -4, H9c2 protect -3, Vif imaging 1, PDI inh -5, m5-HT2A agonist 11, aDG glyco act -0.1, N-glyco inh -1, MC4R antag cAMP 2, MC4R barr agon 0.4 and ABCB6 inh 2 96.

Bioassay records (PubChem BioAssay)
